Screening data from PubChem.
ERa SRC1 inh: blocks coactivator binding to human estrogen receptor alpha; P03372; TR-FRET ER-alpha LBD / SRC-1 peptide, estradiol-bound; inhibition, % at 25.6 µM; 86,000 tested, 1.7% active; in the data active = inhibition above about 50%;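 note: 0% = receptor plus peptide control and 100% = peptide only without receptor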
H69AR growth 86K: growth inhibitors of human H69AR lung tumor cells; H69AR lung tumor viability, ATP luminescence, 72 h; stronger effect = lower value; viability, % at 10 µM; 85,000 tested, 6% active;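 active = viability at or below 40%; inactive = viability above 40%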;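 note: multidrug resistant small cell line overexpressing MRP-1 efflux transporter; 100% = mean luminescence of untreated control wells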
HUVEC prolif 384: blocks proliferation of human endothelial cells; HUVEC proliferation, CellTiter-Glo luminescence, 72 h; stronger effect = lower value; 86,000 tested, 1.1% active; viability, % at 10 µM (by protocol);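 active = viability at or below 30%; inactive = viability above 30%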;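 note: 100% = median luminescence of DMSO-only cell control wells on each plate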
ERb coact inh: blocks coactivator binding to human estrogen receptor beta; Q92731; TR-FRET ER-beta LBD / SRC1-Cy5 peptide binding; receptor agonist-loaded with 1 µM estradiol; inhibition, % at 25.6 µM; 86,000 tested, 1.3% active; AID 633;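 active = compounds whose percent inhibition of the receptor-coactivator binding signal exceeds about 50% in the single-dose screen, limit read from the data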;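 note: 0% = receptor plus peptide wells without compound and 100% = peptide-only wells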
Target sequence (Q92731 whole entry, looked up, the tested form may be a part): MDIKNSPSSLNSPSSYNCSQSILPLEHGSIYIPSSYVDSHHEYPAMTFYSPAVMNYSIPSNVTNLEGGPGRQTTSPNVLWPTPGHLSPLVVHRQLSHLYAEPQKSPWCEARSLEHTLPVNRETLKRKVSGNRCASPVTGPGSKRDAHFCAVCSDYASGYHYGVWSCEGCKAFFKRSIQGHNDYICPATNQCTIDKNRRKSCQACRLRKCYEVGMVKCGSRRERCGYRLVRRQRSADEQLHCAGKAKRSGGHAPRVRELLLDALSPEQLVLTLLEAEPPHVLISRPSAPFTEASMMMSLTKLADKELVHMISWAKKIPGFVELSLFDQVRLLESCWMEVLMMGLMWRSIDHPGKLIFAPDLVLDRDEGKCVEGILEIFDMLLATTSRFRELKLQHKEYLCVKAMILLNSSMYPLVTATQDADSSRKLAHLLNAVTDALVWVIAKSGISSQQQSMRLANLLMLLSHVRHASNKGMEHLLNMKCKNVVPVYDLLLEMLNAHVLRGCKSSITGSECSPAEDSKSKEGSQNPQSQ
sEH act: increases human soluble epoxide hydrolase activity | AID 717 | activation, % at 2 µM | 91,000 tested, 0.04% active | purified human sEH enzymatic activity, activator screen | P34913; in the data active = activation above about 37%; note: values of inactives mirror those of a sister screen read the other way
Target sequence (P34913 whole entry, looked up): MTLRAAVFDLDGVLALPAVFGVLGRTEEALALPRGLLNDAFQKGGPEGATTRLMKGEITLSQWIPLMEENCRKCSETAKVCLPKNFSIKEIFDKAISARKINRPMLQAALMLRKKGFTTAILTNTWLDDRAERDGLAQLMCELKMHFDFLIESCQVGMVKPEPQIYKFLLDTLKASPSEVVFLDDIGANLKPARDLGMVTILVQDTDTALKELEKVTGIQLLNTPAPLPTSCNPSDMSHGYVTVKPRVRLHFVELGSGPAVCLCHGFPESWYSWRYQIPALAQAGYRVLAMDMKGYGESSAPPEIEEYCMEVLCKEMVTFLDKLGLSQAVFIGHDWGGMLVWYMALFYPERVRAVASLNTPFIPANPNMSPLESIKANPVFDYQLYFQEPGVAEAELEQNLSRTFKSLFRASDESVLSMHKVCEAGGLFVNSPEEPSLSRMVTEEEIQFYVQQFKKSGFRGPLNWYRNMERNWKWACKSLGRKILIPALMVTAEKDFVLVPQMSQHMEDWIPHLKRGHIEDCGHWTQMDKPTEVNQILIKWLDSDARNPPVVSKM
Candida biofilm: kills Candida albicans biofilms. C. albicans biofilm + clotrimazole, Alamar Blue. inhibition, % at 6 µM. 85,000 tested, 0.14% active. AID 834;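 active = inhibition above 20%; inactive = inhibition below 20%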;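 note: preformed 24 hr biofilms exposed to compound for 48 hr; 0% = biofilm without compound and 100% = blank killed by clotrimazole plus chlorhexidine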
ERa coact pot: enhances coactivator binding to human estrogen receptor alpha | P03372 | TR-FRET ERalpha-LBD/SRC-Cy5 coactivator binding, 2 h; 100 = basal binding, no effect | coactivator binding (% of control), % at 25.6 µM | 86,000 tested, 1.3% active; in the data active = activity above about 200%;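 note: binding measured in presence of low estradiol as agonist stimulus; 0% = peptide alone without receptor and 100% = receptor with peptide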
Smad3 inh: inhibitors of human Smad3 transcription factor binding; inhibition, % at 25 µM; 88,000 tested, 0.29% active; TR-FRET Smad3/Dy647-FoxH1 peptide binding, europium anti-His; P84022;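 active = compounds that reduce the energy-transfer binding signal between the protein and its labelled peptide by more than half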;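 note: 0% = Smad3 plus labelled peptide maximal FRET and 100% = peptide-only background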
Fibroblast inh: blocks proliferation of human lung fibroblasts; viability, % at 10 µM; 85,000 tested, 1.1% active; LL 47 human lung fibroblast viability, ATP luminescence; stronger effect = lower value;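 active = viability at or below 50% in the single dose screen; inactive = viability above 50%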;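 note: compound exposure lasted 72 h before the ATP readout; 100% = median luminescence of untreated cell-only wells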
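Test system: LL 47 human lung fibroblasts / Incubation: 72 h compound exposure at 37 °C after overnight plating / Technique: luminescent ATP detection, CellTiter-Glo / Compound dosing: 0.1% DMSO in all compound wells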
Numbers without * were called inactive; x = no result given; [ ] = dose if it differs, or a comment. This is a subset; rates above refer to the full screens.

SMILES	ERa SRC1 inh	H69AR growth 86K	HUVEC prolif 384	ERb coact inh	sEH act	Candida biofilm	ERa coact pot	Smad3 inh	Fibroblast inh
Cn1c(=O)oc2cc(S(=O)(=O)NCCC(=O)N3CCc4ccccc43)ccc21	-7	104	107	-1	x	-2	109	2	93
CN(CC(=O)NCc1ccco1)S(=O)(=O)c1cccc2cccnc12	-2	89	106	9	-8	-1	109	-1	93
Cc1ccc(C)c(N(C)S(=O)(=O)c2cccc3nsnc23)c1	0	92	102	3[fluorescence artefact?]	x	-2	72[fluorescence artefact?]	-17[fluorescence artefact?]	93
O=C(Nc1cccc(Cl)c1)N(CCCN1CCOCC1)Cc1ccccc1F	-2	80	77	12	-14	3	105	-4	101
CN(C)c1ncnc2c1NC1=C(S2)C(=NCCCC(=O)O)CC(C)(C)C1	-2	59	96	0	10	8	98	-1	95
COc1ccc(C)cc1NC(=O)C1CCCN1C(=O)OCc1ccccc1 (stereo not drawn)	-6	97	100	-1	x	11	139	-1	98
CCOC(=O)C1=C(C)S/C(=C\N(C)C)C1=O	54*	104	100	73*[fluorescence artefact?]	-8	-2	34[fluorescence artefact?]	-5	102
CCOC(=O)N1CCN(C(=O)CN(C2CCCCC2)S(=O)(=O)c2c(C)cc(C)cc2C)CC1	4	86	111	17	0	3	108	2	98
Cc1ccc(S(=O)(=O)NC2=C(N3CCN(Cc4ccccc4)CC3)C(=O)c3ccccc3C2=O)cc1	-7	43	64	-15	-2	7	97[fluorescence artefact?]	-9	95
O=S(=O)(Cc1ccccc1)NCC1CCCO1 (stereo not drawn)	-4	105	100	-5	x	7	109	3	104
O=C(OC1CCOC1=O)c1ccc(S(=O)(=O)N2CCCCCC2)cc1 (stereo not drawn)	0	76	101	1[fluorescence artefact?]	-7	3	122	6	x
Cn1c(=O)cc(SCC(=O)NCCCN2CCN(c3ccccc3F)CC2)c2ccccc21	6	78	72	-6[fluorescence artefact?]	x	7	102	25[fluorescence artefact?]	101

Continued; the last two above are carried over.
SMILES	ERa SRC1 inh	H69AR growth 86K	HUVEC prolif 384	ERb coact inh	sEH act	Candida biofilm	ERa coact pot	Smad3 inh	Fibroblast inh
O=C(OC1CCOC1=O)c1ccc(S(=O)(=O)N2CCCCCC2)cc1 (stereo not drawn)	0	76	101	1[fluorescence artefact?]	-7	3	122	6	x
Cn1c(=O)cc(SCC(=O)NCCCN2CCN(c3ccccc3F)CC2)c2ccccc21	6	78	72	-6[fluorescence artefact?]	x	7	102	25[fluorescence artefact?]	101
CCOC(=O)CCCCC(=O)c1[nH]c(=O)[nH]c1CSCCO	0	99	97	-14[fluorescence artefact?]	7	0	100	9	100
CCN(CC)C(=O)Cn1nc(C)c2ccccc2c1=O	14	109	102	3	-10	5	93	5	104
Clc1ccc2nc(C3CCN(Cc4nnnn4C4CCCCC4)CC3)[nH]c2c1	11	15*	68	-2	-18	-1	131	26[fluorescence artefact?]	64
COc1cccc(/C=N/n2c(C)nc3ccccc3c2=O)c1O	-4	94	111	-3	x	11	115	-1	97
CCOC(=O)C1CCN(C(=O)c2sc3nc(-c4ccccc4)cn3c2C)CC1	6[fluorescence artefact?]	54	108	13	-3	4	98	-8	98
Cc1cc(=O)oc2cc(OCC3CC(c4ccccc4Cl)=NO3)ccc12 (stereo not drawn)	4	27*	44	-2	2	4	117	-3	48*
CC(C)(NO)/C(=N/O)c1ccc(Br)cc1	3	94	114	-3	4	1	107	-5	103
O=C(NCCCN1CCOCC1)c1cc2ccccc2oc1=O	-1	100	104	-8	-1	5	107	4	101
COc1cc2c(cc1OC)C(c1ccccc1)N(C(=O)c1ccco1)CC2 (stereo not drawn)	-10	76	83	-3	16	4	113[fluorescence artefact?]	1	91
O=C(NC1CCCCCC1)C1C2C=CC3(CN(Cc4cccnc4)C(=O)C13)O2 (stereo not drawn)	1	94	104	-6	-8	2	103	3	95
CCCn1c2ccc(/C(C)=N\O)cc2c2cc(/C(C)=N/O)ccc21	-16	27*	83	-17	1	9	122[fluorescence artefact?]	9	90
COc1ccc(NC(=O)c2ccccc2SC)cc1OC	-5	97	102	-1	-4	4	92	-6	100
CC(Nc1nc(N2CCCCC2)nc2ccccc12)c1ccccc1 (stereo not drawn)	10	3.2*	3.6*	-13	-8	8	64	-10	21*
COCCCNC(=O)c1nc2c(nnn2Cc2cc(C)ccc2C)c(=O)[nH]1	-23	96	94	-20	1	7	104	1	96
COC(=O)c1ccccc1NC(=O)CN1CCN(C23CC4CC(CC(C4)C2)C3)CC1	-5	43	47	-6[fluorescence artefact?]	x	-4	82	2	94
O=C(CNCCC1=CCCCC1)Nc1ccc(N2CCCCCC2)cc1	-3[fluorescence artefact?]	0.2*	2.0*	15[fluorescence artefact?]	-49	7	84[fluorescence artefact?]	1	23*
CCOC(=O)c1ccc(NC(=O)CC2NCCNC2=O)cc1 (stereo not drawn)	-5	102	99	-4	-3	2	101	0	96
CC(C)c1nc(N2CCOCC2)c(C#N)c2c1CCCC2	4	81	89	-4	x	2	68[fluorescence artefact?]	2	97
CN1C(=O)C(O)(CC(=O)c2ccc3c(c2)OCO3)c2ccccc21 (stereo not drawn)	-2	89	109	4	0	3	102	-8	96
N#CC1=C(SCc2ccccc2)NC(=O)CC1c1ccccc1 (stereo not drawn)	-8	95	86	-12	-2	6	103	4[fluorescence artefact?]	92
CCOC(=O)c1oc2c(C)c(O)ccc2c(=O)c1-c1nncn1-c1ccccc1	-6	94	104	-5	13	3	131	4	93
COc1ccc(CCNC(=O)CSc2nnc(CNC(=O)c3ccco3)o2)cc1OC	-2	93	106	-19	4	-2	108	1	105
O=C(Nc1ccc(Cl)c(Cl)c1)OCc1cncs1	1	93	87	14	9	1	93	6	102
CN(c1cccc(NC(=O)Cc2ccccc2)c1)S(C)(=O)=O	-27	94	105	-23[fluorescence artefact?]	5	10	95	3	96
N/C(=N\OC(=O)Nc1ccccc1)c1ncc(C(F)(F)F)cc1Cl	0	69	92	-18	-7	4	107	-9	93
CN(C)c1[nH]c(=O)c(C#N)c2c1CCN2Cc1ccccc1	3	99	96	3	-31	3	87	0	89
CCOc1ccccc1NC(=O)c1ccccc1-c1nc(-c2ccccc2)no1	1	50	74	0	9	2	114	-3	97
Cc1cc(C)nc(SCc2nnc(SCC(=O)Nc3cc(C(F)(F)F)ccc3Cl)o2)n1	-3	98	85	7	x	4	95	1	96
Cc1nnc(SCC(=O)N2CCN(S(=O)(=O)c3ccc(Cl)cc3)CC2)[nH]c1=O	-7	86	103	1	-4	9	107	15	100
O=C(c1cccc2ccccc12)n1nnc2ccccc21	13	6.5*	66	5[fluorescence artefact?]	-2	-4	110	-20	99
CC1Cc2ccccc2N1C(=O)c1ccc2c(c1)nnn2C (stereo not drawn)	0	81	102	2	-6	x	112	2	99
CCOC(=O)C1Cc2c([nH]c3ccccc23)C(C)N1 (stereo not drawn)	0	98	101	-9	-1	0	106	2	97
Cc1cc(C(=O)NCc2ccccc2F)cs1	-1	x	80	1	3	3	104	1	105
COc1ccc(CNC(=O)CSc2ncn[nH]2)cc1	-5[fluorescence artefact?]	91	96	2[fluorescence artefact?]	-11	4	127	1	96
CCOc1ccc(-c2nc(C#N)c(N3CCN(C)CC3)o2)cc1	-8[fluorescence artefact?]	99	109	-12[fluorescence artefact?]	15	-9	91[fluorescence artefact?]	-7	98
Cc1sc(NC(=O)c2cccs2)nc1-c1ccccc1	-1	234	101	1[fluorescence artefact?]	2	7	103[fluorescence artefact?]	14	97

Individual results from above:
`Cc1ccc(S(=O)(=O)NC2=C(N3CCN(Cc4ccccc4)CC3)C(=O)c3ccccc3C2=O)cc1` – ERa SRC1 inh = -7
`CCOc1ccc(-c2nc(C#N)c(N3CCN(C)CC3)o2)cc1` – HUVEC prolif 384 = 109
`O=C(OC1CCOC1=O)c1ccc(S(=O)(=O)N2CCCCCC2)cc1` (stereo not drawn) – ERa SRC1 inh = 0

The list continues:
SMILES	ERa SRC1 inh	H69AR growth 86K	HUVEC prolif 384	ERb coact inh	sEH act	Candida biofilm	ERa coact pot	Smad3 inh	Fibroblast inh
O=C(NCC(=O)N(Cc1cccs1)C(C(=O)NC1CCCC1)c1ccncc1)c1ccco1 (stereo not drawn)	99*[fluorescence artefact?]	87	99	9	20	3	75	17[fluorescence artefact?]	95
O=C(c1cccc(COc2ccc(Cl)cc2Cl)c1)N1CCN(c2ccccn2)CC1	-12	80	66	-1	18	7	99	1	95
Cn1c(NCC(O)c2ccccc2)nc2c1c(=O)n(Cc1ccc(Cl)cc1)c(=O)n2C (stereo not drawn)	-18[fluorescence artefact?]	89	70	-15[fluorescence artefact?]	-7	4	91[fluorescence artefact?]	-11	90
CCOC(=O)c1ccc(-n2c(C)nc3c(cnn3-c3ccccc3C)c2=O)cc1	-2	97	101	0	-20	10	113	2	108
COc1cc(OC)c(NC(=O)c2ccco2)cc1Cl	-9	90	105	0[fluorescence artefact?]	2	6	115	-2	92
COc1ccc(Cl)c(NC(=O)Cn2nnc(-c3ccccc3N)n2)c1	-5	72	76	0	13	11	137[fluorescence artefact?]	-2	94
CCN1CCN(C(=O)c2cn(CCOC)c(=O)c3c2c2ccccc2n3C)CC1	-12	79	100	-13	8	1	103	12	x
COc1ccc(CCn2c(C)c(C(C)=O)c3cc(OC(=O)c4ccco4)ccc32)cc1OC	-4	80	92	-1	4	6	97	2	108
CCCCCOc1ccc(C(=O)N(Cc2ccco2)C2CCS(=O)(=O)C2)cc1 (stereo not drawn)	6	83	91	-4[fluorescence artefact?]	x	2	94[fluorescence artefact?]	-15	92
Nc1cc(C(=O)O)ccc1Nc1ccc(F)c(F)c1	-3	100	100	-4	6	2	116	4	101
Cc1cc(C)cc(OC(=O)CS(=O)c2ccc(C(F)(F)F)cc2[N+](=O)[O-])c1 (stereo not drawn)	6	15*	64*	-2	7	2	106	3	84
CCOC(=O)C1CCN(S(=O)(=O)c2ccc(-c3nc4ccccc4s3)s2)CC1	20	56	85	18	9	5	79[fluorescence artefact?]	-4	93
COc1ccc(C2CC(c3ccccc3)Nc3ncnn32)cc1 (stereo not drawn)	-4	90	98	-10	2	15	120	-5	98
Cc1ccc(-c2nc(-c3cccnc3)no2)c(C)c1	-17	65	106	-13	2	3	100	9	106
Cc1cc(=O)oc2ccc(OCC(=O)N3CCc4ccccc43)cc12	16	70	74	15[fluorescence artefact?]	-9	5	89	-10	91
O=C(c1ccc(Cl)c(Cl)c1)N1CCOCC1	-6	91	103	-12	15	7	117	0	105
Cc1ccc(C)c(Cn2c(=O)n(CCC(=O)NCc3ccco3)c(=O)c3ccccc32)c1	32[fluorescence artefact?]	52	48	22[fluorescence artefact?]	x	7	81[fluorescence artefact?]	4	76
Cc1ccc(-n2nc(-c3cccnc3)cc2C(=O)N2CCOCC2)c(C)c1	-10	90	98	13[fluorescence artefact?]	5	1	93[fluorescence artefact?]	-6	116
CCCn1nnnc1SCC(=O)Nc1ccc(F)cc1	-11	91	88	-6	0	3	123	-6	107
CCOC(=O)c1ccccc1NC(=O)CSc1nc(N)cc(N)n1	-4	84	78	-14	-2	2	124	10	98
Cc1cccc(NC(=O)c2cc3ccccc3o2)c1	15	70	86	8[fluorescence artefact?]	-7	6	114	-4	91
O=c1c2ccccc2nc(-c2ccco2)n1/N=C/c1ccccc1O	12	82	102	15[fluorescence artefact?]	2	-1	100	-11	105
CC(C)(C)NS(=O)(=O)c1ccc(CCC(=O)O)cc1	19[fluorescence artefact?]	98	91	21	5	4	102	-8	107
O=C(NCCOC(=O)c1ccc(C(=O)OCCNC(=O)c2cccnc2)s1)c1cccnc1	-3	91	100	-5	-6	0	98	-8	109
